# Y pestis TopoI = Yersinia pestis topoisomerase I inhibitors, primary screen, biochemical, cleavage product accumulation, plate reader, single point. Y. pestis Topo-I cleavage product accumulation. DNA topoisomerase I (Yersinia pestis CO92). AID 504884, 2011. activity, % at 10 µM. hit rate 0.064% among 360,000; in the data active = activity above about 50%, passing the limit was not always enough; also: inactives centre near 2
# TcdB inh = TcdB glycohydrolase inhibitors, primary screen, biochemical, single point, plate reader. Toxin B (Clostridioides difficile), P18177. AID 652162, 2013. TcdB glycohydrolase enzymatic assay. hit rate 0.24% among 350,000. inhibition, % at 9.99 µM; in the data active = inhibition above about 10%
# Anthrax LF inh2 = Bacillus anthracis LF protease inhibitors, primary screen, biochemical, multiplex microsphere, MLPCN library. multiplex microsphere protease cleavage assay. inhibition, % at 10 µM. hit rate 0.12% among 360,000. AID 588501, 2011; also: plate controls were buffer without enzyme for full effect and enzyme alone for no effect
# Target sequence (P15917 whole entry, looked up): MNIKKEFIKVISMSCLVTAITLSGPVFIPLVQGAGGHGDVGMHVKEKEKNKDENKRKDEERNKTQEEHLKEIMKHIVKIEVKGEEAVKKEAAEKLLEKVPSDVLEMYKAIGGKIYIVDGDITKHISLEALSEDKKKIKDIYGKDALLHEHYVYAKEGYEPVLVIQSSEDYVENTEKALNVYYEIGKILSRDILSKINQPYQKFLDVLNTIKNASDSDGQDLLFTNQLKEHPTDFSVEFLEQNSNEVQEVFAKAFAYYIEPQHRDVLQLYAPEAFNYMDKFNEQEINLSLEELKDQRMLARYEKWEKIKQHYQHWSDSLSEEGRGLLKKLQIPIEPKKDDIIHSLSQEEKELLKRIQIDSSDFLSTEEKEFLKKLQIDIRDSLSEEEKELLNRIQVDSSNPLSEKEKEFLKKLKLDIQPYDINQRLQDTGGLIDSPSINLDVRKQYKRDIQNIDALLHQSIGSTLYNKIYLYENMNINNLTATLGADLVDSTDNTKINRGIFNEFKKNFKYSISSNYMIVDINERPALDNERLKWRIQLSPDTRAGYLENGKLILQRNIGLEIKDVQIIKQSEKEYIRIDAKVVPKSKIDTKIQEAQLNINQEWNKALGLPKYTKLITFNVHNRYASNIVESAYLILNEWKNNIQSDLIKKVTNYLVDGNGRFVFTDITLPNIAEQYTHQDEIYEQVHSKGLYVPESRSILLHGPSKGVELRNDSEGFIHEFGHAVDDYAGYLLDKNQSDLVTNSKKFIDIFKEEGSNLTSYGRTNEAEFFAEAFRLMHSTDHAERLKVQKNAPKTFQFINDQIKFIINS
# PfHsp40 rescue = rescue of yeast from PfHsp40 toxicity, primary screen, S. cerevisiae, ATP luminescence; S. cerevisiae expressing PfHsp40, growth rescue; growth rescue, % at 12.5 µM; hit rate 0.68% among 340,000; in the data active = growth rescue above about 28%, passing the limit was not always enough;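 also: yeast W303a lacking pdr1 and pdr3 grown in galactose medium; growth measured after three days at 30 °C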
# PriA SSB inh = inhibitors of Klebsiella pneumoniae PriA binding to SSB C-terminal tail, primary screen, biochemical, AlphaScreen. hit rate 0.6% among 430,000. inhibition, % at 33 µM. PriA–SSB C-terminal tail interaction (Klebsiella pneumoniae). AlphaScreen SSBct-PriA binding, biotinylated peptide; in the data active = inhibition mostly above about 37%, no sharp cut-off; inactive = mostly below about 20%;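 also: plate controls were negative control peptide for no effect and reference peptide for full effect; strong numbers were not always called active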
# PrPC TRFRET = inhibitors of human cell surface prion protein PrPC, primary screen, cell-based, TR-FRET. inhibition, % at 13.8 µM. TR-FRET read-out. hit rate 0.43% among 370,000. AID 720596, 2013; in the data active = inhibition above about 24%; also: 0% = median of the test wells and 100% = reference compound wells
# 3CLpro inhibitor = SARS-CoV 3CLpro protease inhibitors, primary screen, biochemical, quenched FRET. Replicase polyprotein 1ab (Severe acute respiratory syndrome coronavirus), P0C6X7. recombinant SARS-CoV 3CLpro, quenched FRET peptide cleavage. hit rate 0.14% among 290,000. inhibition, % at 6 µM; in the data active = inhibition above about 12%
# BoNT-A LC inh2 = BoNT/A light chain protease inhibitors, primary screen, biochemical, flow cytometry, MLPCN library; multiplex microsphere protease substrate cleavage; inhibition, % at 10 µM; hit rate 0.17% among 360,000; also: plate controls were buffer without enzyme for full effect and enzyme alone for no effect
# Vc quorum ag = inducers of Vibrio cholerae quorum light production without autoinducers, primary screen, BH1578 luxS cqsA deficient, single point; V. cholerae BH1578 lux reporter, luminescence, 6 h; activation, % at 18.7 µM; hit rate 0.16% among 350,000; AID 588436, 2011; in the data active = activation mostly above about 9.7%, no sharp cut-off; also: not every result past the cut was called active; inactives centre near 0; reference of the scale not given here
# * marks the source's active call; other numbers are inactive results; i = inactive; x = not tested or not shown. Rule as the data show it, unless noted: active = inhibition above about 30%; inconclusive = no clear call, values can overlap the other calls; inactive = below that. Some of the compounds tested; rates above refer to the full screens.
(1) O=C(COC(=O)/C=C/c1ccc(Br)o1)NC1CCCCC1
(2) COc1cc(OC)cc(C(=O)N2CCN(Cc3ccccc3Br)CC2)c1
(3) COc1ccc(OC)c(C(O)c2ncc(-c3ccc(C(F)(F)F)cc3)[nH]2)c1 (stereo unspecified)
(4) Fc1ccc2c(c1)/C(=N/Nc1ccccn1)CCS2
(5) O=C(CN1C(=O)CSC1=O)Nc1ccccc1N1CCOCC1
(6) COc1ccc(N2CCN(CC(=O)NC(C)c3ccccc3)CC2)cc1 (stereo unspecified)
(7) Cc1ccc(-n2cccc2/C=C2/C(=N)N3C(=NC2=O)SN=C3S(C)(=O)=O)cc1
(8) CN(C)S(=O)(=O)c1ccc2oc(SCC(=O)Nc3ccccc3F)nc2c1

assay / entry,1,2,3,4,5,6,7,8
Y pestis TopoI,1,10,-9,-17,-4,-1,6,4
TcdB inh,1.3,-0.2,2.0,1.6,x,0.5,x,0.4
Anthrax LF inh2,-5,-3,-1,-4,-4,17,-2,0
PfHsp40 rescue,1.1,3.4,x,5.9,0.0,-1.5,-0.5,-0.2
PriA SSB inh,-6,1,x,x,0,0,5,3
PrPC TRFRET,-6,5,0,-3,-1,0,-1,-1
3CLpro inhibitor,x,-1,x,4,1,4,7,3
BoNT-A LC inh2,-2.0,0.2,-0.2,-0.5,0.3,1.5,0.4,-0.8
Vc quorum ag,i,i,i,-1.6,0.4,-0.2,-3.6,-4.4

(9) CC(=O)Nc1ccc(/C=C/c2nc3ccccc3[nH]c2=O)cc1
(10) Cc1ccc(N=Nc2ccc(O)c3ncccc23)cc1C
(11) O=C(CCCCn1c(=O)c2ccccc2n(CC(=O)Nc2ccc(F)cc2)c1=O)NCc1ccco1
(12) CC(C)CCN(C(=O)CNC(=O)c1ccco1)C(C(=O)NC1CCCCC1)c1cccnc1 (stereo unspecified)
(13) COc1cc(NC(=O)c2cccnc2SC)cc(OC)c1
(14) Cc1ccc(S(=O)(=O)N/N=C2/CC(c3ccccc3)Oc3ccccc32)cc1 (stereo unspecified)
(15) COC(=O)c1ccc(NC(=O)CN2CCCC2)cc1
(16) O=C(Cc1coc2ccc3ccccc3c12)NC1CCCc2ccccc21 (stereo unspecified)

assay / entry,9,10,11,12,13,14,15,16
Y pestis TopoI,-12,-6,-2,-2,4,1,2,29
TcdB inh,0.8,-0.3,x,-1.0,2.4,x,x,1.7
Anthrax LF inh2,1,-4,-2,2,-10,-3,-8,2
PfHsp40 rescue,1.2,-1.1,-1.3,-1.0,0.2,2.5,0.2,1.3
PriA SSB inh,-5,21,-6,0,-1,x,-5,11
PrPC TRFRET,-13,4,6,-6,-3,-2,-2,7
3CLpro inhibitor,4,-2,4,5,-2,3,-3,5
BoNT-A LC inh2,3.8,-1.7,0.0,1.4,-0.9,0.7,-0.4,0.4
Vc quorum ag,-0.3,i,-0.4,0.2,-0.2,0.0,-0.6,i

(17) CC(=O)Nc1ccc(NC(=O)CCNS(=O)(=O)c2cccc3nsnc23)cc1
(18) COCCCn1c(Cc2csc(Nc3ccccc3)n2)nnc1SCC(N)=O
(19) COc1cc(OC)c(S(=O)(=O)Nc2ccccc2N2CCCCC2)cc1NC(C)=O
(20) COc1ccccc1C(=O)NCC(=O)N1CCN(S(=O)(=O)c2ccc3c(c2)OCCO3)CC1
(21) O=C(NC(CSSCC(NC(=O)c1ccccc1)C(=O)O)C(=O)O)c1ccccc1 (stereo unspecified)
(22) CCOc1ccccc1OCC(=O)Nc1nnc(C)s1
(23) COc1ccc(S(=O)(=O)N2CCC3(CC2)CC(=O)c2ccccc2O3)cc1
(24) CCc1nc2c(OCc3cccc(Cl)c3)cccn2c1N(C)C(=O)c1ccncc1

assay / entry,17,18,19,20,21,22,23,24
Y pestis TopoI,2,0,25,20,-2,0,11,11
TcdB inh,x,x,-1.6,2.3,2.5,x,1.6,-1.0
Anthrax LF inh2,-2,-13,5,x,-3,-1,4,-2
PfHsp40 rescue,0.0,-0.1,-0.5,-1.2,-1.3,18,1.8,x
PriA SSB inh,-2,-3,-9,-1,-6,1,-13,x
PrPC TRFRET,x,0,-2,4,-2,-5,3,2
3CLpro inhibitor,0,0,-1,x,4,-2,x,x
BoNT-A LC inh2,-2.5,-0.2,0.6,x,0.3,-0.1,-1.2,-0.6
Vc quorum ag,-1.0,-7.1,-2.6,-0.5,-0.6,i,i,i

(25) Cc1nc2ccc(Br)cn2c1C(=O)N/N=C\c1ccc(C(C)C)cc1
(26) Cc1cccc(N2CCN(C(=O)c3cc4c(=O)[nH]c5ccccc5c4n3C)CC2)c1C
(27) COc1cccc(/C(O)=C2\C(=O)C(=O)N(c3ccccn3)C2c2cccc(OC)c2OC)c1 (stereo unspecified)
(28) Cc1ccc2c(c1)[C@H]1[C@H](CO2)[C@H](c2ccccc2)[C@]2(C)C(=O)Nc3cc(Cl)ccc3C(=O)N12
(29) Cc1c(NC(=O)C(=O)/C=C(\O)c2ccc(Cl)cc2)c(=O)n(-c2ccccc2)n1C

assay / entry,25,26,27,28,29
Y pestis TopoI,0,10,2,17,23
TcdB inh,-0.1,x,x,x,x
Anthrax LF inh2,-1,-2,0,-5,-1
PfHsp40 rescue,10,-0.8,-0.7,6.1,2.1
PriA SSB inh,x,3,x,-4,x
PrPC TRFRET,5,3,6,x,-8
3CLpro inhibitor,3,-3,2,x,0
BoNT-A LC inh2,2.2,0.6,1.4,0.1,0.8
Vc quorum ag,-0.2,i,-1.3,1.2,-0.3

# Ordered by number of heavy atoms (highest first): part of the list above
(20) COc1ccccc1C(=O)NCC(=O)N1CCN(S(=O)(=O)c2ccc3c(c2)OCCO3)CC1
(26) Cc1cccc(N2CCN(C(=O)c3cc4c(=O)[nH]c5ccccc5c4n3C)CC2)c1C
(24) CCc1nc2c(OCc3cccc(Cl)c3)cccn2c1N(C)C(=O)c1ccncc1
(29) Cc1c(NC(=O)C(=O)/C=C(\O)c2ccc(Cl)cc2)c(=O)n(-c2ccccc2)n1C
(18) COCCCn1c(Cc2csc(Nc3ccccc3)n2)nnc1SCC(N)=O
(16) O=C(Cc1coc2ccc3ccccc3c12)NC1CCCc2ccccc21 (stereo unspecified)
(25) Cc1nc2ccc(Br)cn2c1C(=O)N/N=C\c1ccc(C(C)C)cc1
(22) CCOc1ccccc1OCC(=O)Nc1nnc(C)s1
(15) COC(=O)c1ccc(NC(=O)CN2CCCC2)cc1

assay / entry,20,26,24,29,18,16,25,22,15
Y pestis TopoI,20,10,11,23,0,29,0,0,2
TcdB inh,2.3,x,-1.0,x,x,1.7,-0.1,x,x
Anthrax LF inh2,x,-2,-2,-1,-13,2,-1,-1,-8
PfHsp40 rescue,-1.2,-0.8,x,2.1,-0.1,1.3,10,18,0.2
PriA SSB inh,-1,3,x,x,-3,11,x,1,-5
PrPC TRFRET,4,3,2,-8,0,7,5,-5,-2
3CLpro inhibitor,x,-3,x,0,0,5,3,-2,-3
BoNT-A LC inh2,x,0.6,-0.6,0.8,-0.2,0.4,2.2,-0.1,-0.4
Vc quorum ag,-0.5,i,i,-0.3,-7.1,i,-0.2,i,-0.6

# High-throughput results as filed in PubChem.
